Compound activity deposited in PubChem by several laboratories.
M1AAP inhibition: malaria alanyl aminopeptidase activity blockers – biochemical, fluorogenic H-Leu-NHMec substrate, 1536-well (AID 1445); recombinant M1AAP, H-Leu-NHMec fluorogenic kinetic assay; higher % means a stronger effect; inhibition, % at 30 µM; hits with a dose series show IC50 in µM; hit rate 0.42% among 220,000;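 active means primary inhibition above the hit cutoff, then over 50% inhibition at one or more dose response concentrations, cut at about 23% in these data, passing the limit was not always enough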;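 further: plate controls were DMSO full reaction for no effect and no enzyme background for full effect; strong numbers were not always called active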
CSM14.1 death rescue: rescue of cells from ER stress-induced death, primary screen, 384-well, CSM14.1, thapsigargin, ATP luminescence (AID 1222) | 190,000 tested, under 10 active | one-dose cellular ATP content (survival), % at 20 µM; EC50 in µM for titrated hits | CSM14.1 thapsigargin-induced death rescue, ATP luminescence; higher % means a stronger effect;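 active means EC50 below 50 µM in the dose-response confirmation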;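 further: death triggered by thapsigargin at about 15 µM added after 2 h compound pretreatment; cell ATP read after overnight thapsigargin exposure of roughly 18 to 22 hours; normalized against plate controls of thapsigargin alone and 5% DMSO vehicle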
b-catenin transl: modulators of beta-catenin nuclear translocation; nuclear translocation activity, % at 5 µM; HeLa beta-catenin nuclear translocation, immunofluorescence imaging; AID 1665; hit rate 0.3% among 190,000;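 active means nuclear translocation activity above 50% at 5 µM, with a well cell count of 50 or more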;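 further: per-cell ratio of nuclear to cytoplasmic median beta-catenin stain intensity; plate controls were DMSO negative control for no effect and GSK-3 inhibitor IX positive control for full effect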
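Assay system: human HeLa cells, native beta-catenin; doses: 5 µM primary, 0.02–20 µM confirmation; incubation: compound treatment 24 h, 37°C, 5% CO2; technique: fluorescence imaging of beta-catenin antibody stain plus DAPI; measure: % activation, nuclear-to-cytoplasmic median beta-catenin signal ratio per cell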
Dynein transport: blocks dynein driven cargo transport along microtubules; hit rate 0.47% among 220,000; 3617.4 mouse cells, GR-EGFP nuclear translocation imaging; test concentration mostly 20 µM; stimulated with dexamethasone, 1 µM; hits give low values; z-score, hits read low; AID 1381;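 active means plate z-score of nuclear minus cytoplasmic receptor signal below a set negative limit, without overly bright fluorescence or cell loss, cut at about -3.5 in these data, passing the limit was not always enough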;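 further: z-score of nuclear minus cytoplasmic ring GR-EGFP intensity difference per well; some compounds called inactive have numbers as strong as hits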
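Buffer or medium: tet-free medium with charcoal-stripped serum / Also added: dexamethasone agonist, 1.0 µM final, for 30 min / Timing: induction 48 h, compound 1 h, agonist 30 min / Measured by: high-content fluorescence imaging after fixation / Read-out: nuclear-to-cytoplasmic GR-EGFP distribution per well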
MT stabilizer: microtubule stabilizers in HeLa cells | HeLa tubulin immunostaining HCS, 24 h; share of cells brighter than vehicle mean+2SD | hit rate 0.83% among 200,000 | AID 2205 | % tubulin-high responders, % at 10 µM;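 active means plate Z-score above 3 for both tubulin-high and condensed-nucleus cell shares, with cell loss under 80%, at 10 µM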;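 further: anti alpha tubulin signal scored within the nucleus-defined area of each cell; some results filed as inactive read as strong as hits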
Ins promoter up: MIN6 insulin promoter up-regulation; MIN6 insulin promoter-GFP reporter, high-content imaging; hits give high values; z-score at 5 µM; hit rate 0.3% among 190,000; AID 1625;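 active means z-score above 3 at 5 µM with at least 500 cells counted in the well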
UTI89 phage lysis: inhibition of K1F phage lysis, E. coli UTI89, bacterial capsule biogenesis inhibitors, alamar blue (AID 488966) | E. coli UTI89 K1F phage lysis, alamar blue, 2 h; higher % means a stronger effect | inhibition, % at 100 µM, or IC50 in µM where a hit was titrated | hit rate 0.02% among 340,000;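 active means phage lysis inhibition, versus mean bacterial control, above a set limit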;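 further: capsule biogenesis inhibitors block K1F phage lysis so surviving cells raise fluorescence; higher fluorescence means more inhibition of phage lysis; actives were called in the ten point dose series up to 300 µM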
M17LAP inhibition: P. falciparum M17LAP inhibitors, primary screen, biochemical, fluorogenic H-Leu-NHMec substrate, 1536-well (AID 1619); recombinant M17LAP, H-Leu-NHMec fluorogenic kinetic assay; higher % means a stronger effect; one-dose inhibition, % at 30 µM; IC50 in µM for titrated hits; hit rate 0.38% among 220,000;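 active means compound inhibiting the enzyme by more than half at any dose during confirmatory dose-response retesting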;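 further: plate controls were full reaction with DMSO carrier for no effect and no enzyme background for full effect; strong numbers were not always called active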
Autophagy HCS: autophagy modulation, high-content screen; MEF GFP-LC3 puncta imaging; test concentration mostly 10 µM; calls only at 10 µM (by protocol); hit rate 0.98% among 190,000;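 active means percentage of spot-positive cells more than 3 SD above its plate mean, without a fluorescence outlier flag or 80% toxicity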;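 further: spot-positive cell cutoff set from DMSO-treated cells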
Dynein transport cytoplasmic EGFP: further read-out of Dynein transport, marked with its call; z-score; measured here: cytoplasmic GR-EGFP intensity; hits give high values
Dynein transport nuclear GR-EGFP: also measured in Dynein transport; calls as there; z-score; measured here: nuclear GR-EGFP intensity;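 lower value marks the stronger effect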
Dynein transport cell count: second read-out of Dynein transport, no call of its own (marks repeat the call); z-score; measured here: cell count per field
Ins promoter up cell count: also measured in Ins promoter up; calls as there; cell count; measured here: cytotoxicity, nuclei count;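 total cells summed across four imaged fields per well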
b-catenin transl cell count 5 µM: recorded beside b-catenin transl, whose call it bears; cell count; measured here: cell count, cytotoxicity flag
MT stabilizer Hoechst-high %: recorded beside MT stabilizer, whose call it bears; % Hoechst-high responders; measured here: nuclear condensation Hoechst responders;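 share of cells brighter than vehicle mean plus two SD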
MT stabilizer cytotoxicity %: recorded beside MT stabilizer, whose call it bears; toxicity, %; measured here: cytotoxicity by cell density;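 0% = mean cell density of plate MIN control wells and 100% = no cells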
Autophagy HCS cell loss 18 h: second read-out of Autophagy HCS, no call of its own (marks repeat the call); toxicity, %; measured here: cell loss, nuclei count;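 cell loss after 18 h compound exposure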
An asterisk follows results filed as active; i = inactive; x = no result given; [ ] = another dose, or the depositor's remark.

SMILES	M1AAP inhibition	CSM14.1 death rescue	b-catenin transl	b-catenin transl cell count 5 µM	Dynein transport	Dynein transport cytoplasmic EGFP	Dynein transport nuclear GR-EGFP	Dynein transport cell count	MT stabilizer	MT stabilizer Hoechst-high %	MT stabilizer cytotoxicity %	Ins promoter up	Ins promoter up cell count	UTI89 phage lysis	M17LAP inhibition	Autophagy HCS	Autophagy HCS cell loss 18 h
O=C(Nc1nc2ccc(C(=O)N3CCCCC3)cc2s1)C1CCCCC1	0%	-1.5%	0.6	1062	-0.67	-0.26	-0.19	0.81	16*	23*	27*	0.31	1482	0.2%	7%	i	42
CN(CC(=O)Nc1ccc(Cl)c(Cl)c1)Cc1nnc(-c2ccc(F)cc2)o1	0%	-7.0%	-0.5	1084	-0.62	-0.16	-0.17	0.49	3.4	2.3	11	-0.19	1297	-0.6%	2%	i	-1
CC1(C)CC(=O)C(C(c2cccnc2)C2C(=O)CC(C)(C)CC2=O)C(=O)C1	7%	-1.1%	x	x	-0.71	-0.23	-0.11	0.43	2.6	2.3	6.3	-0.14	1000	0.8%	18%	i	6
CCOC(=O)c1c(CN(C)C)n(C)c2ccc(OC(C)=O)cc12	1%	-1.9%	-9.0	1028	-0.5	-0.18	0.16	0.004	4.8	3.3	7.0	-0.35	1274	0.6%	8%	i	-11
C=C(C)COc1ccc(-c2n[nH]c(C)c2-c2ccc(OC)c(OC)c2)c(O)c1	-1%	x	13	1192	1.2	-0.13	0.63	-1.6	x	x	x	-0.29	798	0.5%	8%	x	x
CCN(CC)c1nc2ccccc2n2cnnc12	12%	0.4%	-4.3	971	-0.23	0.42	-0.11	0.39	3.0	2.1	2.0	-0.76	1546	-0.4%	-4%	i	5
O=C(NC(=S)NC1CCSC1=O)c1ccccc1 (stereo unspecified)	8%	-2.3%	0.2	787	-0.3	-0.23	-0.23	0.15	3.3	2.9	2.9	-0.46	1472	-0.2%	16%	i	-4
Cc1onc(-c2ccccc2)c1C(=O)NCC1COc2ccccc2O1 (stereo unspecified)	7%	-1.9%	-0.1	1059	0.33	-0.096	0.54	-0.25	1.3	0.9	8.1	0.06	932	8.9%	-9%	i	-10
CCOC(=O)C1CCCN(C(=O)c2cn(C)c3ccc(S(=O)(=O)N4CCCC4)cc3c2=O)C1 (stereo unspecified)	4%	-1.5%	x	x	-1.7	-0.18	-0.55	0.51	4.4	1.0	5.0	0.24	1235	0.3%	16%	i	0
CCOc1ccc(OCC)c(S(=O)(=O)n2cc(C)nc2CC)c1	7%	0.1%	-0.3	1452	-1.1	-0.1	-0.47	1.1	2.7	1.7	7.3	0.29	1434	0.4%	-6%	i	1
CCOC(=O)c1[nH]c(CO)c(C(=O)OCC)c1C	-7%	x	-2.3	1193	-0.31	-0.28	-0.2	0.93	x	x	x	0.34	1455	0.2%	4%	x	x
CC1=CC(c2ccccc2)n2nc(N3C(=O)CCC3=O)nc2N1 (stereo unspecified)	5%	-2.9%	-0.3	526	0.11	-0.25	-0.078	0.82	3.8	2.8	5.6	x	x	0.5%	-95%	i	-1
CCOC(=O)c1cccc(NC(=O)CCc2nc(-c3ccc(C)cc3)no2)c1	-6%	-1.4%	-2.3	1140	-0.1	-0.16	0.0084	0.25	4.4	2.4	1.5	1.1	1209	0.0%	-30%	i	-4
Cn1nnnc1SCC(=O)NCc1ccco1	0%	-1.8%	x	x	1.3	-0.25	0.82	-0.22	3.5	2.7	19	-0.71	1385	0.3%	-4%	i	13
CCN(CC)C(=O)Cc1c(O)c2ccccc2[nH]c1=O	5%	x	-0.8	1328	-0.66	-0.21	0.0076	0.69	x	x	x	0.02	1128	0.1%	13%	x	x
CCCCNC(=O)CSc1nc2ccc(NC(=O)CSc3nnc(COc4ccccc4C)n3C)cc2s1	5%	3.7%	-2.4	946	-0.24	-0.11	0.26	0.67	2.8	1.3	3.3	0.37	939	-0.1%	-9%	i	7
C/C(=C\C(=O)O)C(=O)Nc1nccs1	10%	-2.9%	-5.6	1196	0.5	2.8	1	-0.71	2.4	1.4	6.6	0	927	0.5%	9%	i	3
C/C(=N/OCc1ccc(Br)cc1)c1ccccn1	3%	x	-0.6	1085	0.35	-0.21	0.39	-0.0093	0.1	3.0	6.6	-0.2	1145	0.3%	5%	i	-9
CC(C)(C)C1CCC(C(=O)Nc2ccccc2)CC1 (stereo unspecified)	3%	-1.5%	x	x	-0.83	-0.22	0.23	0.12	2.1	1.7	6.6	x	x	-0.3%	-13%	i	1
O=C(CSc1ncn(-c2ccccc2)n1)Nc1nncs1	4%	-2.1%	-3.6	1050	-0.45	-0.31	-0.23	0.7	4.0	2.0	5.0	-0.03	1617	0.2%	3%	i	-30
Cc1ccc(C)c(NC(=S)N/N=C2/CCCCc3ccccc32)c1	-3%	-3.5%	1.9	870	-0.6	-0.31	-0.64	0.83	3.7	1.7	8.2	x	x	0.7%	4%	i	20
CN(C)c1nc(-c2ccccc2)ns1	0%	x	-0.7	1332	0.98	1.7	1.3	-2.8	x	x	x	-0.85	1064	0.4%	-4%	x	x
COC(=O)c1ccc(C(=O)OC)c(NC(=S)N2CCN(C)CC2)c1	9%	-0.6%	0.1	1565	0.17	-0.23	0.4	-0.33	6.8	3.3	6.7	-0.39	1530	-0.1%	-4%	i	-6
O=S(=O)(c1ccc(-c2csc(-c3cccnc3)n2)cc1)N1CCOCC1	3%	-2.7%	0.7	1141	-0.12	-0.15	-0.19	-0.36	1.7	3.6	6.0	-0.87	1329	-1.4%	2%	i	-5
O=C(NCCc1csc(-c2cccnc2)n1)c1c(F)cccc1F	-6%	x	-1.2	1402	-0.45	-0.29	-0.27	2	x	x	x	x	x	-0.4%[50 µM]	3%	x	x
(listing goes on)
SMILES	M1AAP inhibition	CSM14.1 death rescue	b-catenin transl	b-catenin transl cell count 5 µM	Dynein transport	Dynein transport cytoplasmic EGFP	Dynein transport nuclear GR-EGFP	Dynein transport cell count	MT stabilizer	MT stabilizer Hoechst-high %	MT stabilizer cytotoxicity %	Ins promoter up	Ins promoter up cell count	UTI89 phage lysis	M17LAP inhibition	Autophagy HCS	Autophagy HCS cell loss 18 h
Cc1c(C(=O)O)c(C(=O)O)nc2ccc(N3CCOCC3)cc12	-6%	-0.9%	-0.2	954	-0.61	-0.35	-0.33	-0.3	2.3	2.2	9.1	-0.56	1686	x	8%	i	-3
Cc1nn(C)c(C)c1CN(C(=O)CCc1nnc(Cc2c[nH]c3ccccc23)o1)C(C)C	15%	-1.2%	1.0	976	-0.21	-0.34	0.19	0.55	x	x	x	0.05	1491	0.0%	8%	i	10
COc1ccc(-c2noc(CSc3nnc(Cc4ccccc4)n3-c3ccc(Cl)cc3)n2)cc1	8%	2.6%	x	x	0.21	-0.17	0.12	0.016	2.3	2.9	5.6	-0.19	890	7.2%	6%	i	0
CSc1cccc(NS(=O)(=O)c2ccc(F)cc2)c1	-6%	-2.0%	0.7	833	0.72	-0.29	0.63	0.33	2.4	0.3	17	0.96	1225	-0.2%	5%	i	2
COc1cc(NC(=O)c2ccc(Br)o2)ccc1NC(=O)c1ccccc1Cl	6%	-2.9%	x	x	0.41	-0.22	-0.00041	-0.61	3.3	1.8	7.9	x	x	1.4%	-3%	i	-2
CSc1nnc2c(n1)c(C)nn2-c1cccc(C)c1	3%	-2.9%	-2.4	1177	-0.19	0.29	-0.12	0.65	5.3	2.1	0.2	x	x	-0.1%	3%	i	3
COc1ccc(-c2noc(CCCC(=O)O)n2)cc1	0%	-1.9%	x	x	1.6	-0.18	1.2	-0.14	2.7	2.6	12	0.66	1233	0.0%	17%	i	2
S=c1[nH]nc(Cn2nnc3ccccc32)n1-c1ccccc1	5%	-0.4%	1.0	1499	1.9	-0.11	1.3	-1.3	1.6	0.7	3.6	0.11	1499	-0.5%	6%	i	15
Cc1ccc(-c2nn(-c3ccccc3)cc2C=C2C(=O)CC(C)(C)CC2=O)cc1	11%	1.0%	-3.7	1213	-0.44	-0.21	0.23	0.23	2.9	1.0	3.1	x	x	0.1%	26%	i	-19
Cc1ccc(C)c(NC2=NCC(=O)N2c2ccc3c(c2)OCCO3)c1	-2%	2.2%	-1.6	1154	-0.033	-0.26	0.48	-0.49	3.2	1.9	5.4	0.05	1246	2.6%	14%	i	-1
COC(=O)c1ccc(OCC(=O)c2ccc(C)c(C)c2)cc1	7%	0.0%	x	x	0.44	-0.29	0.19	-0.055	3.6	2.3	6.8	0.24	1308	3.1%	-4%	i	-7
Cc1ccc(C(=O)N/C(=C\c2ccc(Cl)cc2)C(=O)NCC2CCCO2)cc1 (stereo unspecified)	-7%	2.0%	0.4	1022	-0.89	-0.3	-0.75	0.88	2.8	2.7	6.9	-0.15	1396	0.0%	9%	i	17
COC(=O)c1ccccc1NC(=O)CSc1nc(-c2ccco2)cc(C(F)(F)F)n1	3%	-3.2%	-2.1	892	2.3	0.34	1.9	-3.1	14*	46*	53*	0.18	743	0.1%	2%	i	36
COc1cc(CC(NC(C)=O)C(=O)NC2CCN(C(=O)c3cc(OC)c(OC)c(OC)c3)CC2)cc(OC)c1 (stereo unspecified)	0%	0.1%	-0.1	1549	-0.7	-0.25	-0.56	1.2	1.8	1.6	7.7	-0.18	1687	0.4%	-5%	i	-3
